# High-throughput results deposited in PubChem by NCI.
# NCI-60 one-dose screen, 48 h, at 10 µM unless noted. Numbers give growth in % (100 = growth as untreated, 0 = no growth, -100 = all killed).
# MCF7: MCF7 breast cancer; actives 6.3% (n = 82,000)
# MDA-MB-468: MDA-MB-468 breast cancer | actives 8.5% (n = 78,000)
# K-562: K-562 leukemia; actives 7.4% (n = 78,000)
# MOLT-4: MOLT-4 leukemia cells; actives 6.9% (n = 80,000); AID 1794779
# SR: SR leukemia cells; actives 8.7% (n = 73,000)
# BT-549: BT-549 breast cancer; actives 4.4% (n = 78,000); AID 1794793
# T-47D: T-47D breast cancer. actives 5% (n = 79,000)
# MDA-MB-231: MDA-MB-231 breast cancer; actives 5% (n = 81,000)
# Active calls of the source: *; . = no result given. How the source made its calls: active means growth percent below 10; inactive means the rest.
SMILES,MCF7,MDA-MB-468,K-562,MOLT-4,SR,BT-549,T-47D,MDA-MB-231
CCN1C(=O)N(CC)C2Nn3c(s/c(=C\C(=O)O)c3=O)=NC21 (stereo not drawn),100,95,115,108,112,94,100,99
O=C(Cc1ccccn1)C(F)(F)C(F)(F)C(F)(F)F,97,115,.,97,98,127,102,102
COc1ccc(/C=N/NC(=O)CCN2c3ccccc3Sc3ccccc32)cc1,43,.,24,98,34,85,81,77
N#CC1=C(N)Oc2c(sc3c(F)cccc23)C1c1ccc(Cl)cc1 (stereo not drawn),15,-42*,14,8.4*,11,19,33,44
O=c1c2cc(F)ccc2sc2c(N3CCN(Cc4ccccc4)CC3)nc3ccccc3c12,103,100,104,101,115,91,98,97
CCC(CCc1ccccn1)C(=O)c1ccccc1 (stereo not drawn),98,.,106,99,111,101,93,120
CNC(=O)c1[nH]cc(-c2ccccc2)c1-c1cc(OC)c2c(c1OC)OCO2,100,100,99,101,.,96,89,96
CCC(C(N)=O)N1C(=O)C2C3CCC(C3)C2C1=O (stereo not drawn),102,.,117,95,98,103,103,104
NC(Cn1ccc(=O)c(O)c1)C(=O)O (stereo not drawn),101,81,84,100,102,.,109,96
O=C(Nc1cccc([N+](=O)[O-])c1)c1ccc2ccccc2c1O,77,52,46,67,92,80,36,82
C/C(=N\NC(N)=O)c1nnn(-c2ccc(S(N)(=O)=O)cc2)c1C,101,110,100,104,111,91,101,98
COc1cc(OC)cc(C2C(C#N)=C(N)Oc3c2ccc2ccc(O)cc32)c1 (stereo not drawn),7.9*,-17*,6.2*,7.3*,13,26,58,11
N#CCSc1nc(-c2cnccn2)cc(-c2cccs2)c1C#N,46,73,89,114,114,95,46,89
O=C(O)CCc1nc2c(=O)[nH]c(SCC(=O)O)nc2[nH]c1=O,92,94,103,100,102,96,94,110
Cc1ccc(/C=N\NC(=O)N/N=C/c2ccc(C)cc2)cc1,104,100,90,103,92,113,96,101
CCCCCCCC(C)(O)CC (stereo not drawn),93,100,85,79,92,94,93,109
C#CCNC(=O)[C@]12CC[C@@H](C(=C)C)[C@@H]1[C@H]1CC[C@@H]3[C@@]4(C)Cc5c([nH]c6ccccc56)C(C)(C)[C@@H]4CC[C@@]3(C)[C@]1(C)CC2,75,73,68,73,74,82,74,95
CCOC(=O)c1nn(C2CCCCO2)c2ccc(NC(=O)c3ccccc3)cc12 (stereo not drawn),91,118,94,91,103,95,91,86
COc1ccc2[nH]cc(/C=N/Nc3cccc(Cl)n3)c2c1,32,-13*,20,15,17,12,31,3.3*
CN(C)C=Nc1ccc(Cl)c(Cl)c1,96,105,.,92,82,111,84,80
CSC1=N/C(=C\c2cccc(OCc3ccc(Cl)cc3)c2)C(=O)N1,83,69,82,90,81,88,59,100
CCCC1CC(=O)NC1(C(=O)OCC)C(=O)OCC (stereo not drawn),99,102,.,100,91,112,112,114
Cn1cc(-c2noc(-c3cn(C)c4ncc(F)cc34)n2)c2cc(Cl)ccc21,38,53,77,78,34,.,14,53
COc1ccc2c(c1)oc1c(C)c3c(c(C)c12)C(=O)N(Nc1ccccc1)C3=O,95,115,101,100,104,92,88,105
O=[N+]([O-])c1ccc(-c2noc(-c3cccs3)n2)cc1,63,57,94,82,.,78,.,.

# Carrying on.
SMILES,MCF7,MDA-MB-468,K-562,MOLT-4,SR,BT-549,T-47D,MDA-MB-231
CCOC(=O)Nc1c(C)n(C)n(-c2ccccc2)c1=O,101,117,101,104,105,118,107,111
CCCCCCCCCCCC(=O)Nc1ncnc2nc[nH]c12,87,93,92,111,94,113,93,95
COC(=O)c1ccccc1C,100,92,101,93,.,96,97,103
CCCCCCCCCCCCCCCCCC1=NC(C)(C)CN1CCO,-60*,-69*,-49*,-56*,-43*,59,-24*,-62*
CCCCOC(=O)N1CCCCC1CCCC (stereo not drawn),98,99,111,106,95,.,109,110
C#CCNCc1ccccc1,103,100,99,112,116,101,118,111
C=C1C(=O)O[C@H]2[C@H]1CC/C(C=Nc1c(N)cc(C(F)(F)F)cc1C(F)(F)F)=C\CC[C@@]1(C)O[C@@H]21,-2.1*,-58*,-4.9*,-14*,0.9*,-31*,-27*,-50*
CCOc1cc(/C=N\NC(=O)N/N=C/c2ccc(O)c(OCC)c2)ccc1O,17,3.7*,11,31,12,.,29,52
CC(=O)Nc1nonc1-c1nc2ccccc2n1Cc1cccc(C(F)(F)F)c1,95,107,88,92,82,106,91,83
O=C1/C(=C/c2ccc(O)cc2)CN(C(=O)CCN2CCC(=NO)CC2)C/C1=C\c1ccc(O)cc1,91,97,91,108,113,112,97,104
COc1ccc(NC(=O)C(O)c2ccccc2)cc1 (stereo not drawn),96,93,104,120,118,103,99,110
N=c1c2cc(-c3ccccc3)oc2ncn1/N=C/c1ccccc1,50,54,28,65,16,92,94,95
COc1ccc(-c2csc(N=Nc3c(O)[nH]c4ccc(OC)cc34)n2)cc1,66,74,82,78,91,93,35,88
CCOC(=O)/C(C#N)=C\c1ccc2ccccc2c1,98,94,86,91,77,101,91,115
CCCCC(CC)CN/C(C)=C/C(C)=O (stereo not drawn),98,92,101,107,94,100,94,110
CC(=O)OC(C)CC(C)(C)OC(C)=O (stereo not drawn),91,117,105,97,89,95,94,105
COc1ccc(/C(Cl)=N/N=C(\Cl)c2cc(OC)c(OC)c(OC)c2)cc1OC(C)=O,94,96,97,82,77,96,66,98
NC(=O)SCC(=O)Nc1ccccc1-c1ccccc1,95,100,103,98,122,89,132,100
CCCCNc1cc(C(=O)O)cc(S(N)(=O)=O)c1Oc1ccccc1,111,94,98,110,104,104,103,122
COC(=O)C12C3C(=O)N(Cc4ccc5c(c4)OCO5)C(=O)C3C(c3cn(-c4ccccc4)nc3-c3ccccc3)N1[C@H](c1cn(-c3ccccc3)nc1-c1ccccc1)[C@@H]1C(=O)N(Cc3ccc4c(c3)OCO4)C(=O)[C@@H]12 (stereo partly drawn),97,91,102,103,99,105,115,106
Nc1nnc(-c2ccc3c(c2)CC(=O)N3)s1,83,103,98,115,89,99,96,117
CC1=C(C(=O)c2cnccn2)C(c2ccc(Cl)cc2)NC(=O)N1 (stereo not drawn),101,96,110,110,103,97,77,105
C(=N/N=C/c1ccncc1)/c1ccncc1,116,111,81,100,101,100,101,124
CC(C)COC(=O)N1CCCCC1C (stereo not drawn),101,109,96,89,.,100,102,105
Nc1nc(SCc2cccc(CCl)c2)c2ncn(Cc3cccc(CCl)c3)c2n1,99,102,120,125,115,108,101,97

# An excerpt from further up, for reference:
SMILES,MCF7,MDA-MB-468,K-562,MOLT-4,SR,BT-549,T-47D,MDA-MB-231
CCOC(=O)Nc1c(C)n(C)n(-c2ccccc2)c1=O,101,117,101,104,105,118,107,111
CCCCCCCCCCCC(=O)Nc1ncnc2nc[nH]c12,87,93,92,111,94,113,93,95

# New compounds follow.
SMILES,MCF7,MDA-MB-468,K-562,MOLT-4,SR,BT-549,T-47D,MDA-MB-231
Cc1ccc(S(=O)(=O)N(SSN(c2ccccc2)S(=O)(=O)c2ccc(C)cc2)c2ccccc2)cc1,98,99,96,92,95,105,91,94
CN1CCN(CC#CCOC(=O)CNC(=O)[C@]2(C)CC[C@]3(C)CC[C@]4(C)C(=CC(=O)[C@@H]5[C@@]6(C)CCC(=O)C(C)(C)[C@@H]6CC[C@]54C)[C@@H]3C2)CC1,86,103,97,90,.,94,.,112
Cn1c(-c2ccccc2)c(C(C[N+](=O)[O-])c2ccccc2F)c2ccccc21 (stereo not drawn),96,70,67,78,98,105,59,85
CN(C)CCCc1ccc(Nc2cnn(C)c(=O)c2Cl)cc1,81,83,90,115,62,115,98,108
Fc1ccc(CSc2nnc(-c3ccc(Cl)cc3)n2-c2ccccc2)cc1,93,86,81,79,84,116,88,98
CC(C)c1cccc(C(C)C)c1NC(=O)OC1CCCCC1,93,94,97,100,.,110,99,77
O=C(c1cc2ccccc2o1)c1nn(-c2ccccc2)cc1C(=O)c1cc2c(ccc3ccccc32)oc1=O,65,90,52,90,78,82,81,76
Cc1nc2ccc(Br)cn2c1C(=O)NCc1ccc(OCc2cn(Cc3ccc(Br)cc3)nn2)cc1,98,85,.,99,.,83,72,84
COc1ccc(-c2nnc(CNc3ccc(F)cc3)o2)cc1,81,87,75,90,82,87,56,75
O=C(N/N=C(\CS(=O)(=O)c1ccccc1)c1cc2ccccc2oc1=O)c1ccccc1,102,117,109,115,101,104,101,99
CCOC(=O)c1nnn(CC(=O)Nc2ccccc2)c1C,95,122,.,97,98,105,94,103
NN1c2nc3c(cnn3-c3ccccc3)c(=O)n2N=C2C(NC(=S)N2c2ccccc2)C1c1ccccc1 (stereo not drawn),71,96,90,82,83,104,66,72
Clc1ccc2c(c1)CCc1cccnc1C2=C1CCNCC1,104,79,.,54,75,98,93,59
COc1ccc(-c2nc(-c3nc4ccc(C)cc4[nH]3)cc3c2[nH]c2ccccc23)cc1,36,49,17,22,10,72,33,16
Nc1ccc(F)c(Cl)c1,96,104,92,104,111,97,94,95
CCOc1cc(CN2CCOCC2)c(O)c(CN2CCOCC2)c1,94,98,102,99,101,99,94,99
Cc1cc(C)nc(NS(=O)(=O)c2ccc(Nc3nc4nc(NCc5ccccc5)nc(-c5ccc(O)cc5O)c4c(=O)[nH]3)cc2)n1,91,.,65,97,16,90,80,74
CCn1c2ccccc2c2ccc(C(C)=O)cc21,102,104,.,97,98,97,97,114
Clc1nc(NC2CCCCC2)c2cn[nH]c2n1,93,113,108,113,104,109,113,81
CN(C)S(=O)(=O)Oc1ccc(-c2sc3cc(OS(=O)(=O)N(C)C)ccc3c2C(=O)c2ccc(OCCN3CCCCC3)cc2)cc1,26,62,-8.9*,37,-20*,80,45,77
C[C@]12CC[C@H](O)CC1=CC[C@@H]1[C@@H]2CC[C@]2(C)C3C(=O)C=C4CCCCC4C3C[C@@H]12 (stereo partly drawn),95,95,108,96,89,104,86,85
NCCCCCCN(CCO)CCO,97,104,99,115,120,83,.,117
O=S(=O)(SC(=S)NCCNC(=S)SS(=O)(=O)c1ccc(Cl)cc1)c1ccc(Cl)cc1,87,101,93,81,101,89,99,122

# Given with two lines to a compound: 17 of the compounds above.
# Second line of a record: MCF7, MDA-MB-468, K-562, MOLT-4, SR, BT-549, T-47D, MDA-MB-231
- O=C(c1cc2ccccc2o1)c1nn(-c2ccccc2)cc1C(=O)c1cc2c(ccc3ccccc32)oc1=O
    65, 90, 52, 90, 78, 82, 81, 76
- Cc1nc2ccc(Br)cn2c1C(=O)NCc1ccc(OCc2cn(Cc3ccc(Br)cc3)nn2)cc1
    98, 85, ., 99, ., 83, 72, 84
- COc1ccc(-c2nnc(CNc3ccc(F)cc3)o2)cc1
    81, 87, 75, 90, 82, 87, 56, 75
- O=C(N/N=C(\CS(=O)(=O)c1ccccc1)c1cc2ccccc2oc1=O)c1ccccc1
    102, 117, 109, 115, 101, 104, 101, 99
- CCOC(=O)c1nnn(CC(=O)Nc2ccccc2)c1C
    95, 122, ., 97, 98, 105, 94, 103
- NN1c2nc3c(cnn3-c3ccccc3)c(=O)n2N=C2C(NC(=S)N2c2ccccc2)C1c1ccccc1 (stereo not drawn)
    71, 96, 90, 82, 83, 104, 66, 72
- Clc1ccc2c(c1)CCc1cccnc1C2=C1CCNCC1
    104, 79, ., 54, 75, 98, 93, 59
- COc1ccc(-c2nc(-c3nc4ccc(C)cc4[nH]3)cc3c2[nH]c2ccccc23)cc1
    36, 49, 17, 22, 10, 72, 33, 16
- Nc1ccc(F)c(Cl)c1
    96, 104, 92, 104, 111, 97, 94, 95
- CCOc1cc(CN2CCOCC2)c(O)c(CN2CCOCC2)c1
    94, 98, 102, 99, 101, 99, 94, 99
- Cc1cc(C)nc(NS(=O)(=O)c2ccc(Nc3nc4nc(NCc5ccccc5)nc(-c5ccc(O)cc5O)c4c(=O)[nH]3)cc2)n1
    91, ., 65, 97, 16, 90, 80, 74
- CCn1c2ccccc2c2ccc(C(C)=O)cc21
    102, 104, ., 97, 98, 97, 97, 114
- Clc1nc(NC2CCCCC2)c2cn[nH]c2n1
    93, 113, 108, 113, 104, 109, 113, 81
- CN(C)S(=O)(=O)Oc1ccc(-c2sc3cc(OS(=O)(=O)N(C)C)ccc3c2C(=O)c2ccc(OCCN3CCCCC3)cc2)cc1
    26, 62, -8.9*, 37, -20*, 80, 45, 77
- C[C@]12CC[C@H](O)CC1=CC[C@@H]1[C@@H]2CC[C@]2(C)C3C(=O)C=C4CCCCC4C3C[C@@H]12 (stereo partly drawn)
    95, 95, 108, 96, 89, 104, 86, 85
- NCCCCCCN(CCO)CCO
    97, 104, 99, 115, 120, 83, ., 117
- O=S(=O)(SC(=S)NCCNC(=S)SS(=O)(=O)c1ccc(Cl)cc1)c1ccc(Cl)cc1
    87, 101, 93, 81, 101, 89, 99, 122
